AMA1 RON2 block – AMA1-RON2 (P. falciparum) interaction inhibition; Potency, µM (series often up to 58.2 µM), without a hit: at the top dose activity change, negative = inhibition, usual class: inhibitors; AlphaScreen AMA1-biotinylated RON2 peptide binding; 0.2% of 360,000 active;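 note: potency is the fitted concentration of half-maximal effect; 0% = vehicle wells and -100% = peptide control; nearly all actives have a fitted effect of over 45% in size; some results filed as inactive show a strong effect at the top dose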
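AMA1 (3D7) with his tag at 25 nM final met compounds first, then biotinylated RON2 peptide at 25 nM; detection used donor plus acceptor beads, 10 µg/mL apiece, read by AlphaScreen after 30 min at room temperature.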
AmpC no deterg – AmpC beta-lactamase inhibition without detergent; P00811; Potency, µM (doses to about 57.1 µM), for inactives: at the top dose activity change, negative = inhibition, usual class: inhibitors; 0.52% of 330,000 active; AmpC nitrocefin hydrolysis, absorbance 480 nm, 0.0001% Triton;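 note: potency is the fitted concentration of half-maximal effect; plate controls were no compound for no effect and no enzyme for full effect; nearly all actives have a fitted effect of over 20% in size; some results filed as inactive show a strong effect at the top dose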
Target sequence (P00811 whole entry, looked up): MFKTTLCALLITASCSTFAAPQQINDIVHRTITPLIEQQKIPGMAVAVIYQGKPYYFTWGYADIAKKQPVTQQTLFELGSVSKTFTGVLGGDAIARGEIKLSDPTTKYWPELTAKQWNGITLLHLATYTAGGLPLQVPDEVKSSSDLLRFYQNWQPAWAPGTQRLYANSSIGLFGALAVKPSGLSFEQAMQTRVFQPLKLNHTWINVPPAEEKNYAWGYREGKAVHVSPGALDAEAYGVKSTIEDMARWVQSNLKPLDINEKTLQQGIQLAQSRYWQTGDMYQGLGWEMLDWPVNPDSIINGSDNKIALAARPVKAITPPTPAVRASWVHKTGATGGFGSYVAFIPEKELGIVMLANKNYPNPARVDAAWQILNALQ
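AmpC (5.3 nM in the dispensed reagent) in 20 mM phosphate pH 7.0 with 0.01% (detergent screen) or 0.0001% Triton X-100 was preincubated with compounds for 15 min at room temperature. Nitrocefin was then added from an 800 uM solution, and hydrolysis was followed at 480 nm.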
AmpC inh detg – blocks E. coli AmpC beta-lactamase in detergent assay. P00811. AmpC hydrolysis of nitrocefin, absorbance 480 nm, 0.01% Triton. Potency, µM (titrated, usually from 114 µM), without a hit: top-dose activity change, negative = inhibition, actives largely listed as inhibitors. 0.041% of 370,000 active. AID 485294;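 note: potency is the fitted concentration of half-maximal effect; 0% = no-compound wells and -100% = no-enzyme wells; nearly all actives have a fitted effect of over 25% in size; some results filed as inactive show a strong effect at the top dose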
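20 mM phosphate pH 7.0 + 0.01% (detergent screen) or 0.0001% Triton X-100; 5.3 nM AmpC reagent; cpd preinc 15 min RT; nitrocefin (800 uM stock) to start; A480 q20 s × 4 min; Activity was normalised to no-enzyme and no-compound control wells.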
Sm TGR inh – blocks Schistosoma mansoni thioredoxin glutathione reductase. Q962Y6. purified TGR, DTNB reduction, TNB absorbance 405 nm. Potency, µM (highest dose often 114 µM), for inactives: top-dose activity change, negative = inhibition, usual class: inhibitors. 3% of 360,000 active. AID 485364; note: potency is the fitted concentration of half-maximal effect; nearly all actives have a fitted effect of over 60% in size
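TGR 20 nM + NADPH 100 uM (dispensed conc.), cpd preinc 15 min RT; start with NADPH (500 uM addition) then DTNB (15 mM addition). Kinetic TNB absorbance, 405 nm filter. Four-parameter Hill fit across titration.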
HCMV inh – human cytomegalovirus inhibition; HFF cells, HCMV-luciferase reporter, 72 h; stronger effect = lower value; activity change, negative = inhibition, % at 57.5 µM; 4.5% of 410,000 active; in the data active = activity change below about -60%; inconclusive = no clear call, values can overlap the other calls; inactive = above about -39%
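Steps: HFFs plated, 16 h 37C; compounds added; HCMV-luciferase added to MOI 1 PFU/cell; 72 h 37C; OneGlo reagent, 5 min room temperature; luminescence read, normalized to controls.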
FBPA Giardia inh – inhibitors of Giardia lamblia fructose-1,6-bisphosphate aldolase. Potency, µM (doses to about 59.6 µM), inactives show at the highest dose activity, negative = inhibition, most hits filed as inhibitors. purified Giardia FBPA. A8B2U2. 0.71% of 290,000 active; note: potency is the fitted concentration of half-maximal effect; nearly all actives have a fitted effect of over 55% in size
Target sequence (A8B2U2 whole entry, looked up): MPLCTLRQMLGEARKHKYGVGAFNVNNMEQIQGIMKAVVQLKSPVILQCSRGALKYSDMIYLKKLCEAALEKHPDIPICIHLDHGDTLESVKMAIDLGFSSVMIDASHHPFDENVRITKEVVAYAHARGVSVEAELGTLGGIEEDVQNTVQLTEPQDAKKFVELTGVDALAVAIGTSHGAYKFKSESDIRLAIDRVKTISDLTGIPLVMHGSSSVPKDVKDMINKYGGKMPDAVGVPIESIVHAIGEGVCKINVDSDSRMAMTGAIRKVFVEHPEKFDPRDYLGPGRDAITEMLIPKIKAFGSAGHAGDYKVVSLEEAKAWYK
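40 nM FBPA preincubated 10 min at RT with compound (up to 57.5 uM final), then substrate plus GAPDH/TPI/NAD/arsenate coupling and diaphorase/resazurin added. Fluorescence read after 20 min at RT, 525/598 nm.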
An asterisk follows results filed as active; & = joins results of further samples; [ ] = dose if it differs, or a comment. Unless noted, calls come from the whole dose curve; as a rule, active = well fitted curve in the direction sought with a large enough effect; inconclusive = small, poorly fitted or top-dose-only effect, or another doubt; inactive = no such curve, though single readings can be large; an effect the other way counts as inactive or inconclusive. Unless noted, % is set by controls: 0 for no effect and ±100 for the full control effect.

Screening Cc1cc(NC(=O)CCCSc2nc(-c3ccco3)cc(C(F)(F)F)n2)n(-c2ccccc2)n1 returned AMA1 RON2 block -12%, AmpC no deterg 99%[activator], AmpC inh detg inconclusive, Sm TGR inh -30%, HCMV inh -6 and FBPA Giardia inh 7%.
For O=C(CSc1nnc2[nH]c(=O)cc(-c3ccccc3)n12)Nc1cc(C(F)(F)F)ccc1Cl the results were AmpC inh detg 0%, Sm TGR inh 12% and HCMV inh 61.
Cc1cccc(-c2nc(CSc3nncn4c3cc3oc(C)cc34)c(C)o2)c1 was read as AmpC inh detg -1%, Sm TGR inh 5% and HCMV inh -6.
Cc1nc(SCc2ccccc2)c([N+](=O)[O-])[nH]1 was read as AMA1 RON2 block 9%, AmpC no deterg -10%, AmpC inh detg 0%, Sm TGR inh 6%, HCMV inh 41 and FBPA Giardia inh -13%.
For O=C(O)C1CSC(c2ccccc2)N1C(=O)c1ccco1 (centres undefined) the results were AMA1 RON2 block 4%, AmpC no deterg -14%, AmpC inh detg inconclusive, Sm TGR inh inconclusive, HCMV inh 20 and FBPA Giardia inh 5%.
For O=C(Nc1nnc(-c2ccc3c(c2)CCCC3)o1)c1ccccc1 the results were AMA1 RON2 block 135%[activator], AmpC no deterg -28%, AmpC inh detg -11%, Sm TGR inh 6%, HCMV inh -4 and FBPA Giardia inh 24%.
Screening CCOC(=O)c1ccc2[nH]c(CSc3nnc(-c4cccc(F)c4)n3C)cc(=O)c2c1 returned AmpC inh detg 4%, Sm TGR inh 0% and HCMV inh 9.
`O=C(/C=C/c1ccccc1)NCC1(c2ccccc2)CCOCC1` gave AMA1 RON2 block 2%, AmpC no deterg -4%, AmpC inh detg 1%, Sm TGR inh 6%, HCMV inh -23 and FBPA Giardia inh -6%.
For COc1ccc(-c2nn(-c3ccccc3)cc2/C=N/NC(N)=S)cc1OC the results were AMA1 RON2 block 3%, AmpC no deterg -41%, AmpC inh detg -7%, Sm TGR inh -3%, HCMV inh -4 and FBPA Giardia inh 8%.
For COCCNS(=O)(=O)c1cc(OC)ccc1OC the results were AMA1 RON2 block -18%, AmpC no deterg -4%[2.29 µM], AmpC inh detg inconclusive, Sm TGR inh 3%, HCMV inh -23 and FBPA Giardia inh 0%.
Screening CCN1CCN(Cc2nnc(-c3ccccc3)o2)CC1 returned AMA1 RON2 block 13%, AmpC no deterg -5%, AmpC inh detg inconclusive, Sm TGR inh 6%, HCMV inh 14 and FBPA Giardia inh 2%.
Screening Cc1ccc(-c2nnc(Nc3ccc(Br)cc3)c3ccccc23)cc1S(=O)(=O)N1CCOCC1 returned AmpC inh detg 6%, Sm TGR inh 4% and HCMV inh -14.
O=C(N/N=C/c1ccc(F)cc1)c1ccc(-n2cnnn2)cc1 was read as AMA1 RON2 block -11%, AmpC no deterg -12%, AmpC inh detg -10%, Sm TGR inh -4% and HCMV inh -1.
COc1ccc(Cc2noc(CN3CCCN(C4Cc5ccccc5C4)CC3)n2)cc1OC was read as AMA1 RON2 block 9%, AmpC no deterg 103%[activator], AmpC inh detg -1%, Sm TGR inh inconclusive, HCMV inh -4 and FBPA Giardia inh -12%.
For Cc1ccc(S(=O)(=O)c2nc(S(C)(=O)=O)sc2N2CCC(O)CC2)cc1 the results were AMA1 RON2 block -4%, AmpC no deterg 22%, AmpC inh detg 2%, Sm TGR inh -26% and HCMV inh -20.
Screening O=[N+]([O-])c1ccc(NCc2ccc(Cl)cc2)c2ccncc12 returned AMA1 RON2 block 5%, AmpC no deterg -19%, AmpC inh detg -2%, Sm TGR inh -30%, HCMV inh -9 and FBPA Giardia inh -26%.
Screening CC(C)C1Oc2ccccc2C(=O)N(CC(=O)c2ccc3c(c2)OCCO3)C1=O (centres undefined) returned AMA1 RON2 block -9%, AmpC no deterg -41%, AmpC inh detg inconclusive, Sm TGR inh 0% and HCMV inh -16.
For C=CCn1c(COc2cccc(C)c2)nnc1SCn1nnc2ccccc2c1=O the results were AMA1 RON2 block -5%, AmpC no deterg 9%, AmpC inh detg -2%, Sm TGR inh -11%, HCMV inh -6 and FBPA Giardia inh -6%.
N#Cc1nc(-c2ccco2)oc1N1CCc2ccccc2C1 was read as AMA1 RON2 block inconclusive, AmpC no deterg -44%, AmpC inh detg 0%, Sm TGR inh 50µM*, HCMV inh -7 and FBPA Giardia inh -13%.
COc1ccc2nc(SCc3cnc(C)nc3N)[nH]c2c1 was read as AMA1 RON2 block 0%, AmpC no deterg -27%, AmpC inh detg -11%, Sm TGR inh -9%, HCMV inh 4 and FBPA Giardia inh -4%.

Ordered by molecular weight (rising): 3 of the compounds above
N#Cc1nc(-c2ccco2)oc1N1CCc2ccccc2C1 was read as AMA1 RON2 block inconclusive, AmpC no deterg -44%, AmpC inh detg 0%, Sm TGR inh 50µM*, HCMV inh -7 and FBPA Giardia inh -13%.
`O=C(/C=C/c1ccccc1)NCC1(c2ccccc2)CCOCC1` gave AMA1 RON2 block 2%, AmpC no deterg -4%, AmpC inh detg 1%, Sm TGR inh 6%, HCMV inh -23 and FBPA Giardia inh -6%.
Screening Cc1cc(NC(=O)CCCSc2nc(-c3ccco3)cc(C(F)(F)F)n2)n(-c2ccccc2)n1 returned AMA1 RON2 block -12%, AmpC no deterg 99%[activator], AmpC inh detg inconclusive, Sm TGR inh -30%, HCMV inh -6 and FBPA Giardia inh 7%.

(more compounds)
Screening CC(=O)c1cc2c(cc1NS(=O)(=O)c1ccccc1)OCO2 returned AMA1 RON2 block -11%, AmpC no deterg -18%, AmpC inh detg -12%, Sm TGR inh -17%, HCMV inh 51 and FBPA Giardia inh -11%.
Screening O=C1c2ccccc2C(=O)N1CCC#Cc1ccc2cc(CCCO)oc(=O)c2c1 returned AMA1 RON2 block 8%, AmpC no deterg -15% and HCMV inh -22.
Screening CNC(=O)c1ccsc1NC(=O)c1ccc(S(=O)(=O)N2CCc3ccccc32)cc1 returned AMA1 RON2 block -2%, AmpC no deterg inconclusive, AmpC inh detg inconclusive, Sm TGR inh -19%, HCMV inh inconclusive and FBPA Giardia inh -6%.
Screening COc1ccc(/C=C2\Sc3ccc(C(=O)N4CCN(Cc5ccccc5)CC4)cc3N(C)C2=O)cc1OC returned AMA1 RON2 block -29%, AmpC no deterg 134%[activator], AmpC inh detg -15%, Sm TGR inh 0%, HCMV inh -83* and FBPA Giardia inh 1%.
`CC1CCN(C(=S)c2ccc([N+](=O)[O-])cc2)CC1` gave AMA1 RON2 block -6%, AmpC no deterg -22%, AmpC inh detg -2%, Sm TGR inh -8%, HCMV inh -22 and FBPA Giardia inh 0%.
`COc1ccccc1N1CCN(C(=O)c2cc3c(C)nc4ccccc4c3o2)CC1` gave AMA1 RON2 block -7%, AmpC no deterg 211%[activator], AmpC inh detg -4%, Sm TGR inh 0% and HCMV inh -61*.
CSc1ncccc1C(=O)OCc1nc2ccsc2c(=O)[nH]1 was read as AMA1 RON2 block 0%, AmpC no deterg -19%, AmpC inh detg inconclusive, Sm TGR inh 1% and HCMV inh 5.
`O=C(Nc1ncccn1)c1cccs1` gave AMA1 RON2 block 5%, AmpC no deterg -12%, AmpC inh detg -9%, Sm TGR inh -15%, HCMV inh 7 and FBPA Giardia inh -12%.
Screening C=CCn1c(N)c(C(=O)Nc2ccc(C)c(C)c2)c2nc3ccccc3nc21 returned AMA1 RON2 block -1%, AmpC no deterg -9%, AmpC inh detg 1%, Sm TGR inh 0%, HCMV inh -25 and FBPA Giardia inh 1%.
Cc1ccc(S(=O)(=O)/N=C2/NC(=O)/C(=C/c3ccccc3)S2)cc1 was read as AMA1 RON2 block -2%, AmpC no deterg -16%, AmpC inh detg 4%, HCMV inh -7 and FBPA Giardia inh inconclusive.
`c1cc(-c2cn(C[C@H]3CC[C@@H]([C@@H]4CC[C@H](Cn5cc(-c6ccsc6)nn5)O4)O3)nn2)cs1` gave AMA1 RON2 block -4%, AmpC no deterg 68%[activator], AmpC inh detg 0%, Sm TGR inh 5% and FBPA Giardia inh 5%.
CCCNC(=O)C(Cc1ccccc1)NS(=O)(=O)c1ccc2c(c1)c(=O)n(C)c(=O)n2C (centres undefined) was read as AMA1 RON2 block -1%, AmpC no deterg -14%, AmpC inh detg 20%&-12%, Sm TGR inh 0%&-3%, HCMV inh inconclusive and FBPA Giardia inh 9%.
`CC(CCc1ccco1)NC(=O)CCc1nnc2ccc(NCc3ccccc3Cl)nn12` (centres undefined) gave AMA1 RON2 block 25%, AmpC no deterg 78%[activator], AmpC inh detg 6%, Sm TGR inh -4% and HCMV inh -35.
CCOc1ccc(NC(=O)COC(=O)CCN2C(=O)C3CC=CCC3C2=O)cc1OCC (centres undefined) was read as AMA1 RON2 block 0%[11.6 µM], AmpC no deterg 3%, AmpC inh detg -8%, Sm TGR inh -13% and HCMV inh 0.
Screening Cc1cc(Cl)cc(C)c1OCCCCCn1ccnc1 returned AMA1 RON2 block 1%, AmpC no deterg 90%[activator], AmpC inh detg -2%, Sm TGR inh -11%, HCMV inh -23 and FBPA Giardia inh -8%.
`COC(=O)c1ccccc1NC(=O)/C=C/C(=O)O` gave AMA1 RON2 block -12%, AmpC no deterg -14%, AmpC inh detg inconclusive, Sm TGR inh -14%, HCMV inh 15 and FBPA Giardia inh 8%.
Screening COc1ccc(C)cc1N(CC(=O)Nc1cccnc1)S(=O)(=O)c1ccccc1 returned AMA1 RON2 block -3%, AmpC no deterg 8%, AmpC inh detg 5%, Sm TGR inh 10%, HCMV inh -18 and FBPA Giardia inh 0%.
For CC(=O)c1ccc(-c2ccc(C(=O)N3CCC(C(N)=O)CC3)o2)cc1 the results were AMA1 RON2 block -11%, AmpC no deterg -20%, AmpC inh detg -12%, Sm TGR inh -23% and HCMV inh 47.
CCn1cc(Cl)c(C(=O)Nc2ccc(OC)c(OC)c2)n1 was read as AMA1 RON2 block -18%, AmpC no deterg -22%, AmpC inh detg 2%, Sm TGR inh -1%, HCMV inh -3 and FBPA Giardia inh 16%.
Screening CCn1c2ccccc2c2cc(CN3CCN(Cc4cc(OC)c(O)c(OC)c4)CC3)ccc21 returned AmpC inh detg 0%, Sm TGR inh 35µM* and HCMV inh inconclusive.
For CCOc1ccc(-c2nc(C#N)c(N3CCN(CC)CC3)o2)cc1 the results were AMA1 RON2 block -10%, AmpC no deterg 63%[activator], AmpC inh detg inconclusive, Sm TGR inh 0%, HCMV inh -17 and FBPA Giardia inh -1%.
COc1cccc(OC)c1C(=O)Nc1ccc2c3c(cccc13)CC2 was read as AMA1 RON2 block 0%, AmpC no deterg -23%, AmpC inh detg -13%, Sm TGR inh 7%, HCMV inh -25 and FBPA Giardia inh -6%.
For CCN(CC)CC(C)(C)NS(=O)(=O)c1ccc(Cl)cc1 the results were AMA1 RON2 block 0%, AmpC no deterg -24%, AmpC inh detg -16%, Sm TGR inh 0%, HCMV inh 39 and FBPA Giardia inh -3%.
For Cc1ccc2[nH]cc(C(c3ccccc3)c3ccc(Cl)s3)c2c1 (centres undefined) the results were AmpC inh detg 11%, Sm TGR inh 4% and HCMV inh inconclusive.

No enrichment for hits; 7.8% or so of the library scored in one or more.
